# FN deposition inh = fibronectin deposition inhibition; AH1F fibroblasts, Alexa488-fibronectin deposition fluorescence, overnight; inhibition, % at 12.6 µM; 0.086% of 350,000 active; AID 743247;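 active = mean inhibition across replicates of 30% or more, regardless of how many single replicates reach that level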;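 also: positive control wells lacked labelled fibronectin entirely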
#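 Material – AH1F fibroblast monolayer, labelled fibronectin deposition · Reagent – labelled fibronectin 24 nM · Timing – 1 h adhesion, overnight exposure · Measured by – fluorescence at 485 nm excitation, 525 nm emission · Read-out – inhibition of fibronectin deposition signal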
# miR122 inh = blocks miR-122 activity in Huh7 sensor cells | Huh7 miR-122 Renilla luciferase sensor, 48 h; neutral wells = 0, positive control = 100 | activation (reporter increase), % at 12.5 µM | 0.3% of 340,000 active | AID 602342;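 active = mean replicate activation score at least 90 and every replicate individually at or above 90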;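 also: higher luciferase means less miR-122 activity so hits act as miR-122 inhibitors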
# EWS-Fli inh = EWS/Fli transcriptional activity inhibition; A673 NR0B1-luciferase reporter, viability-normalised; inhibition, % at 12.6 µM; 0.67% of 350,000 active; AID 651661;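 active = mean inhibition of at least 50% after viability correction, with every replicate also passing that limit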;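 also: firefly luciferase signal divided by Alamar Blue viability fluorescence both relative to DMSO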
# PAX8 inh HTS = lowers PAX8-driven luciferase in RMG-I cells; RMG-I TPO-luciferase reporter, SteadyGlo, 24 h; AID 652154; 1.2% of 360,000 active; inhibition, % at 12.6 µM;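 active = mean replicate inhibition at least 60% with every replicate also reaching 60%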;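 also: luciferase light reporting Pax8 driven TPO promoter activity; plate controls were median of neutral control wells for no effect and mitoxantrone controls for full effect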
# CASP6 VEID inh = blocks human caspase-6 cleavage activity; purified caspase-6, Z-VEID-R110 cleavage fluorescence; inhibition, % at 12.5 µM; 0.53% of 350,000 active;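 active = mean inhibition across replicates at least about 35%, with every replicate also reaching that limit, limit read from the data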;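 also: 0% = median of neutral control wells and 100% = no fluorescence left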
# Target sequence (P55212 24-179 limits assumed): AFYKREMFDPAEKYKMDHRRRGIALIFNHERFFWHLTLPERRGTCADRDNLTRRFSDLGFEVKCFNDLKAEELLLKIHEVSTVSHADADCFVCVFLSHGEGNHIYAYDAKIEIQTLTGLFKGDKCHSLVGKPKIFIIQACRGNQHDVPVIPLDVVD
# Target sequence (P55212 194-293 limits assumed): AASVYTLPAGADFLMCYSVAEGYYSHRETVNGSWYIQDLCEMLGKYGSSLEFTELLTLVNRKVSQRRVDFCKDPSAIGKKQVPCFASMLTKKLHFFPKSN
# LGR2 antag = Drosophila LGR2 receptor signaling inhibition | 0.35% of 380,000 active | HEK293 LGR2, CRE-luciferase, bursicon-stimulated, 4 h | AID 720647 | inhibition, % at 9.99 µM;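 active = drop in luminescence signal, shown as inhibition above about 50% in the replicate tests, limit read from the data, passing the limit was not always enough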;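 also: agonist challenge used bursicon conditioned medium at about half maximal strength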
# PGC1a acetyl inh = PGC1a acetylation modulation, inhibitor mode; 0.17% of 350,000 active; AID 651687; U2OS PGC1a acetylation, AlphaScreen anti-acetyl-lysine; with virally co-expressed GCN5 acetyltransferase; inhibition, % at 15.6 µM;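 active = every replicate shows inhibition of at least 40%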;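 also: 0% = neutral control wells and 100% = positive control wells; some results beyond the cut were filed as inactive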
# Cneo AK release = causes C. neoformans cell lysis. lysis activity, % at 15 µM. 0.2% of 360,000 active. adenylate kinase release luminescence, 4 h; normalised: neutral wells 0, clomiphene wells 100. AID 651654;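 active = mean lysis activity across replicates of at least 80%, whatever share of replicates individually reach that level; inactive = mean lysis activity below 80%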
#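 Material: C. neoformans cells; Schedule: 4 h static compound exposure, 37 °C, read 1 h post-reagent; Measured by: adenylate kinase release luminescence; Read-out: signal increase indicating cell lysis; Controls: Clomiphene as positive lysis control.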
# Numbers without * were called inactive; x = not tested or not shown; & = joins results of further samples; [ ] = dose if it differs, or a comment.
SMILES,FN deposition inh,miR122 inh,EWS-Fli inh,PAX8 inh HTS,CASP6 VEID inh,LGR2 antag,PGC1a acetyl inh,Cneo AK release
COCCNc1ncnc2c1ncn2[C@H]1CN(Cc2ccc(-c3ccccc3)cc2)C[C@@H](CO)O1,0,-9,11,-4,3,2,x,3
Cc1ccc(NC(=O)C2CCCN(c3ncccn3)C2)cc1C (configuration not stated),8,x,-66,-192,x,-14,x,0
CC(=O)Nc1nc2c(C)cc(NC(=O)C3CCCCC3)cc2s1,2,0,-59,-119,-5,10,x,3
NS(=O)(=O)c1ccc(N2N=C(c3ccccc3)CC2c2cccc(Cl)c2)cc1 (configuration not stated),-11,5,3,-1,-6,9,3,-1
CC(=O)N(C)C[C@H]1Oc2ncc(-c3ccccc3F)cc2C(=O)N([C@@H](C)CO)C[C@H]1C,-8,-1[16.7 µM],-7,x,7,6,3,4
COc1ccc(F)cc1S(=O)(=O)N1CCCN(S(=O)(=O)c2cc(F)ccc2OC)CC1,4,-1,x,-13,-1,6,-12,-2
C[C@H]1CN([C@@H](C)CO)C(=O)Cc2cc(N(C)C)ccc2O[C@H]1CN(C)C(=O)Nc1ccc(F)cc1,x,x,-4,x,0,11,-4,x
Cc1ccc(-c2ocnc2C(=O)N2CCN(C(=O)c3cccs3)CC2)cc1,5,-2,-1,16,-1,0,x,8
Cc1ccc2cc(CCNC(=O)C(C)C)c(=O)[nH]c2c1,4,-4,-12,-15,-3,7,15,0
C=CC[C@@H](CC(=O)OC(C)(C)C)C(=O)OC[C@@H]1CCCN1C(=O)[C@@H](CC=C)CC(=O)N(CCO)Cc1ccccc1,-4,-2,2,24,0,-8,-3,-2
Cc1cc(C)nc(N(C#N)Cc2ccccc2Cl)n1,-3,7,-11,-5,-3,-14,1,-1
O=C(Cc1ccc(S(=O)(=O)N2CCCC2)s1)Nc1cccc([N+](=O)[O-])c1,-4,x,7,3,1,-22,x,6

# 3 structures already listed, arranged by molecular weight, lowest first:
SMILES,FN deposition inh,miR122 inh,EWS-Fli inh,PAX8 inh HTS,CASP6 VEID inh,LGR2 antag,PGC1a acetyl inh,Cneo AK release
Cc1cc(C)nc(N(C#N)Cc2ccccc2Cl)n1,-3,7,-11,-5,-3,-14,1,-1
CC(=O)Nc1nc2c(C)cc(NC(=O)C3CCCCC3)cc2s1,2,0,-59,-119,-5,10,x,3
C=CC[C@@H](CC(=O)OC(C)(C)C)C(=O)OC[C@@H]1CCCN1C(=O)[C@@H](CC=C)CC(=O)N(CCO)Cc1ccccc1,-4,-2,2,24,0,-8,-3,-2

# Following part:
SMILES,FN deposition inh,miR122 inh,EWS-Fli inh,PAX8 inh HTS,CASP6 VEID inh,LGR2 antag,PGC1a acetyl inh,Cneo AK release
Cc1ccc2c(c1C)NC(=O)C21N2CCCC2C(C(=O)c2ccc3ccccc3c2)C12C(=O)Nc1ccccc12 (configuration not stated),1,-14,-3,-25,-1,-30,7,1
O=C(CNC(=O)Cc1ccccc1)NCc1cccc(C(F)(F)F)c1,2,x,2,15,2,-7,x,4
CC(=O)c1ccc(N2CCN(c3ccc(C(F)(F)F)cn3)CC2)cc1,-1,-2,x,13,x,6,-8,-2
CC(Oc1ccc(Br)cc1)C(=O)N1CCc2ccccc21 (configuration not stated),-4,15,x,x,x,x,1,9
O=C(CNC(=O)c1ccco1)Nc1cc(Cl)ccc1N1CCOCC1,6,-3,x,14,x,x,-1,-2
O=Nc1c(O)n(Cc2cccc(C(F)(F)F)c2)c2ccccc12,22,x,-4,-1,5,9,x,x
CC(C)C(=O)c1cc2c(cc1NC(=O)c1cccs1)OCCO2,4,-7,x,x,x,-4,11,-1
N#C[C@H]1[C@H](c2ccc(-c3ccc(F)cc3)cc2)[C@@H](CO)N1C(=O)Cc1ccccc1,5,x,35,31,1,9,2,18
C[C@]12CCC(=O)CC1=CCC1C3CC=C(C#N)[C@@]3(C)CC[C@@]12O (some centres not stated),-1,3,-10,37,3,-2,4,1
COC(=O)C1=CN(c2ccc(OC)cc2OC)C(N)=C(C#N)C1c1ccccc1F (configuration not stated),x,x,53*,22,1,-14,x,x
CN1CCN(C(=O)/C(=C/c2ccc([N+](=O)[O-])cc2)NC(=O)c2ccccc2)CC1,10,18,3,3,-1,-7,x,0
CCN1[C@@H]2c3ccc(-c4cccc(F)c4)c(=O)n3C[C@@H]2[C@@H](CO)[C@@H]1C(=O)N(C)C,x,-2[16.7 µM],-4,2,-2,7,x,-8
CO[C@H]1CN(C)C(=O)c2ccc(NC(=O)Nc3ccc(Cl)cc3)cc2OC[C@@H](C)N(C(=O)Nc2c(C)noc2C)C[C@@H]1C,-8,x,8,2,2,8,-7,-5
CCOC(=O)CN1C(=O)C(=O)N(Cc2ccccc2)C1=O,-3,-1,-1,13,5,-8,12,0
O=C(CSc1ccc(-c2ccco2)nn1)Nc1ccccc1F,-18,x,x,-3,4,1,x,-1
CSc1nnc(Nc2ccccc2C)s1,-4,-3,x,-79,x,x,5,1
NS(=O)(=O)c1ccc(NC(=O)CSc2ccccc2)cc1,-3,3,-10,-17,1,-12,-3,0
O=C(Nc1ccncc1)C1CCCN(S(=O)(=O)c2cccc3cccnc23)C1 (configuration not stated),8,85,38,34,-1,-8,-7,0
CO[C@@H]1CN(C)C(=O)c2cc(NC(=O)CC(F)(F)F)ccc2OC[C@@H](C)N(CC2CC2)C[C@@H]1C,1,x,-18,15,-2,9,0,x
Cc1ccccc1NC(C)C(=O)N/N=C/c1c[nH]c2ccccc12 (configuration not stated),-7,x,13,26,3,-7,6,x
C[C@H]1CN([C@@H](C)CO)S(=O)(=O)c2ccc(C3=CCCC3)cc2O[C@@H]1CN(C)S(=O)(=O)c1ccc(F)cc1,x,17[16.7 µM],11,x,-1,-26,-7,1
N#CCC(=O)Nc1ccc(C(=O)OCC(=O)Nc2ccccc2Sc2ccccc2)cc1,5,-3,1,-1,9,18,9,x
C=CC[C@@H](CC(=O)N[C@H](CO)Cc1ccccc1)C(=O)N[C@@H](COC(=O)[C@@H](CC=C)Cc1ccc(F)cc1)Cc1c[nH]c2ccccc12,-12,-8,-3,26,-1,-2,-3,-2
COc1ccc(/C=C2\SC(=O)N(CCC(=O)NCCCn3ccnc3)C2=O)cc1,2,-1,-80,-91,-1,-14,-8,-4

# The last 3 entries of the section before come first, to join the parts:
SMILES,FN deposition inh,miR122 inh,EWS-Fli inh,PAX8 inh HTS,CASP6 VEID inh,LGR2 antag,PGC1a acetyl inh,Cneo AK release
N#CCC(=O)Nc1ccc(C(=O)OCC(=O)Nc2ccccc2Sc2ccccc2)cc1,5,-3,1,-1,9,18,9,x
C=CC[C@@H](CC(=O)N[C@H](CO)Cc1ccccc1)C(=O)N[C@@H](COC(=O)[C@@H](CC=C)Cc1ccc(F)cc1)Cc1c[nH]c2ccccc12,-12,-8,-3,26,-1,-2,-3,-2
COc1ccc(/C=C2\SC(=O)N(CCC(=O)NCCCn3ccnc3)C2=O)cc1,2,-1,-80,-91,-1,-14,-8,-4
CCOC(=O)C1CCN(C(=O)COC(=O)CSc2ccc(C(N)=O)cc2[N+](=O)[O-])CC1,3,-12,3,x,0,11,3,0
O=[N+]([O-])c1ccc(COc2ccccc2CN2CCCCC2)cc1,-12,-4,-5,-39,-5,-22,-7,5
C[C@H]1CN([C@@H](C)CO)C(=O)c2cccc(NC(=O)c3ccncc3)c2O[C@H]1CN(C)Cc1ccc(C(F)(F)F)cc1,17,16[16.7 µM],1,8,-4,-2,8,1
CCc1cc2c(NCC3CCCO3)ncnc2s1 (configuration not stated),-4,-1,x,13,x,x,-6,0
C[C@@H]1CN([C@H](C)CO)C(=O)c2cc(NS(=O)(=O)c3ccc(F)cc3)ccc2O[C@@H]1CN(C)Cc1ccc(Oc2ccccc2)cc1,3,24[16.7 µM],20,20,3,3,-7,-11
O=C1C=C(Nc2ccc(Cl)cc2)CC(c2ccccc2)C1 (configuration not stated),1,12,x,24,x,5,0,7
CC(=O)c1ccc(S(=O)(=O)Nc2ccc(-c3ccc4nnc(C)n4n3)cc2)cc1,4,55,8,11,13,5,-11,x
CCC(=O)NNc1nc2c(Cl)cccc2s1,x,x,10,10,3,-18,x,x
CC(C)(C)OC(=O)N1CCC(c2cc(=O)n3[nH]c(-c4ccc(Cl)cc4)cc3n2)CC1,-1,-4,3,-16,-1,2,-5,9
CCOC(=O)c1c(C)c(C(=O)NCCc2ccccc2)c(C)n1C,0,-2,-41,-60,0,-20,-10,x
CN(CCc1ccccn1)C(=O)CCC1CCCN(C(=O)c2n[nH]c3c2CCCC3)C1 (configuration not stated),x,x,1,10,1,5,-1,x
CCOc1cc(C)c(S(=O)(=O)NC2CC(C)(C)NC(C)(C)C2)cc1C,-4,4,-4,2,3,18,-9,0
CN(C)CCCOC(=O)COc1ccc(Br)cc1,7,x,1,-15,-4,-8,x,x
CCc1nnc(NC(=O)CCC(=O)NCCc2ccccc2)s1,1,0,x,-5,2,10,4,-1
COc1cccc(C(=O)C2CCCN(C(=O)c3ccc(C#CC(C)(C)O)cc3)C2)c1 (configuration not stated),-11,x,8,0,-3,2,x,x
CCO[C@H]1OC(C(=O)N2CCN(Cc3ccccc3)CC2)=C[C@@H](C2CCCCC2)[C@@H]1CCCO,-5,x,5,-6,0,8,x,2
C[C@@H]1CN([C@H](C)CO)C(=O)CCCn2nncc2CO[C@H]1CN(C)Cc1ccccc1C(F)(F)F,-2&2,-10,-3&3&0,-12&-5&10,-1&1,5&3,5&-4&-8,0&-1
CCOC(=O)C1CCN(Cc2ccc(OC)c(OCc3ccccc3)c2)CC1,11,3,10,6,-1,-4,-4,-2
CCCC1=Nc2cc(C(=O)N3CCN(c4ccccn4)CC3)ccc2Sc2ccc(C)cc21,-6,1,x,25,1,11,x,-1
COc1ccc(CNC(=O)c2ccc(CS(=O)(=O)c3ccc(C)cc3)o2)cc1,4,-2,x,0,2,-2,x,-1
CCOc1ccc(S(=O)(=O)N2CCCC(C(=O)N3CCN(CC)CC3)C2)cc1Cl (configuration not stated),-4,1,10,-13,0,-19,-7,-14
c1ccc(-c2cc3ncccc3cn2)cc1,-1,x,-91,-143,-3,-44,x,-1
O=C1c2ccncc2C(=O)N1C1CCCCC1,-9,-10,x,-3,x,x,-2,-1
CC1CCCCN1C(=O)c1ccc(C(=O)Nc2ccc(F)cc2)cc1 (configuration not stated),-3,2,-9,-10,-3,-7,1,-1
COc1cccc(S(=O)(=O)Nc2cccc(C(=O)N3CCCCCC3)c2)c1,-3,9,-18,8,x,13,2,-1
O=C1/C(=C/c2cccs2)SC(=S)N1c1ccccc1,6,-2,x,x,x,x,-8,0
Cc1ccc(S(=O)(=O)N(C)C[C@@H]2Oc3c(NC(=O)C4CC4)cccc3C(=O)N([C@@H](C)CO)C[C@H]2C)cc1,0,2[16.7 µM],-5,10,-2,-4,-3,-1
CC(C)(C)N1CC(C(=O)Nc2ccc(S(=O)(=O)N3CCCCC3)cc2)CC1=O (configuration not stated),0,-1,4,-14,3,-2,5,2
CCN(C(=O)COC(=O)CNC(=O)c1ccc2ccccc2c1)c1c(N)n(Cc2ccccc2)c(=O)[nH]c1=O,-5,x,-1,-16,0,-13,x,-1
O=C(O)c1cccc(N/N=C/c2cn(-c3ccccc3)nc2-c2cccs2)c1,0,-2,-42,-153,-1,-69,7,-6
C[C@@H]1CN([C@@H](C)CO)C(=O)c2cc(NS(=O)(=O)c3cn(C)cn3)ccc2O[C@@H](C)CCCCO[C@H]1CN(C)C(=O)c1ccccc1,-1,3[16.7 µM],0,-8,1,-5,-4,3
C[C@H](CO)N1C[C@H](C)[C@H](CN(C)C(=O)C2CCCCC2)Oc2cc(C3=CCCC3)ccc2S1(=O)=O,x,3[16.7 µM],0,x,3,2,5,-4
COc1ccc(C(CNC(=O)c2ccc(S(=O)(=O)N3CCCC3)cc2)N2CCOCC2)cc1 (configuration not stated),16,-4,4,28,-2,6,-3,-4
CC(=O)Nc1ccc(C(=O)N2CCc3cc4c(cc3C2C)OCCCO4)cc1 (configuration not stated),x,-2,0,x,3,12,-5,7
